High-throughput results from PubChem BioAssay.
TGFb SMAD3 inh = inhibitors of TGF-b signaling. AID 588855. HepG2 CAGA-GFP TGF-b/SMAD3 reporter, GFP fluorescence, 18 h; TGF-beta stimulated, 500 pg/mL final. 1.2% of 410,000 active. Potency, µM (highest dose often 46.1 µM), inactives show top-dose activity, negative = inhibition, usual class: inhibitors; further: potency means the concentration at half of the fitted maximal effect; on the % scale 0 is the no-effect control and ±100 the full control effect; nearly all actives have a fitted effect of over 65% in size
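Inhibition of TGF-beta-driven CAGA-GFP reporter expression in HEPG2 cells is measured by cellular GFP fluorescence after 18 h stimulation with 500 pg/mL recombinant TGF-beta in 1% FBS medium at 37 degrees C.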
S2 tox = reduces viability in counter-screen for ATXN expression inhibitors | S2 cells (HEK-293 line with an ATXN2-luciferase reporter) viability, CellTiter-Fluor protease fluorescence, 24 h | Potency, µM (doses to about 56.7 µM), actives largely listed as cytotoxic | 0.49% of 400,000 active | AID 651635; further: potency means the concentration at half of the fitted maximal effect; nearly all actives have a fitted effect of over 40% in size
A549 tox = kills or reduces viability of A549 cells in Nrf2 counter-screen | A549 ARE-Fluc cells, CellTiter-Fluor viability, 18-24 h | Potency, µM (series often up to 46 µM), without a hit: top-dose activity change, negative = cytotoxicity, hits mostly inhibitors | 0.16% of 390,000 active | AID 504648; further: potency means the concentration at half of the fitted maximal effect; on the % scale 0 is the no-effect control and ±100 the full control effect
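A549 ARE-Fluc cells in 5% FBS OPTI-MEM, 5000 cells/well, rested 2 h then exposed to compounds in concentration-response for 18-24 h at 37 °C. Viability by CellTiter-Fluor fluorescence (Ex 405/Em 525) after 30 min; luciferase luminescence (BugLite, 15 min, RT) read afterwards.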
EPAC2 ag = activates human EPAC2 exchange factor; Q8WZA2; EPAC2 activation, biochemical qHTS; response scale: 100% = 6.5 mM cAMP response; Potency, µM (top dose mostly 154 µM), for inactives: at the highest dose activation, most hits filed as activators; 0.079% of 360,000 active; AID 720711; further: potency means the concentration at half of the fitted maximal effect; nearly all actives have a fitted effect of over 50% in size
Target sequence (Q8WZA2 whole entry, looked up): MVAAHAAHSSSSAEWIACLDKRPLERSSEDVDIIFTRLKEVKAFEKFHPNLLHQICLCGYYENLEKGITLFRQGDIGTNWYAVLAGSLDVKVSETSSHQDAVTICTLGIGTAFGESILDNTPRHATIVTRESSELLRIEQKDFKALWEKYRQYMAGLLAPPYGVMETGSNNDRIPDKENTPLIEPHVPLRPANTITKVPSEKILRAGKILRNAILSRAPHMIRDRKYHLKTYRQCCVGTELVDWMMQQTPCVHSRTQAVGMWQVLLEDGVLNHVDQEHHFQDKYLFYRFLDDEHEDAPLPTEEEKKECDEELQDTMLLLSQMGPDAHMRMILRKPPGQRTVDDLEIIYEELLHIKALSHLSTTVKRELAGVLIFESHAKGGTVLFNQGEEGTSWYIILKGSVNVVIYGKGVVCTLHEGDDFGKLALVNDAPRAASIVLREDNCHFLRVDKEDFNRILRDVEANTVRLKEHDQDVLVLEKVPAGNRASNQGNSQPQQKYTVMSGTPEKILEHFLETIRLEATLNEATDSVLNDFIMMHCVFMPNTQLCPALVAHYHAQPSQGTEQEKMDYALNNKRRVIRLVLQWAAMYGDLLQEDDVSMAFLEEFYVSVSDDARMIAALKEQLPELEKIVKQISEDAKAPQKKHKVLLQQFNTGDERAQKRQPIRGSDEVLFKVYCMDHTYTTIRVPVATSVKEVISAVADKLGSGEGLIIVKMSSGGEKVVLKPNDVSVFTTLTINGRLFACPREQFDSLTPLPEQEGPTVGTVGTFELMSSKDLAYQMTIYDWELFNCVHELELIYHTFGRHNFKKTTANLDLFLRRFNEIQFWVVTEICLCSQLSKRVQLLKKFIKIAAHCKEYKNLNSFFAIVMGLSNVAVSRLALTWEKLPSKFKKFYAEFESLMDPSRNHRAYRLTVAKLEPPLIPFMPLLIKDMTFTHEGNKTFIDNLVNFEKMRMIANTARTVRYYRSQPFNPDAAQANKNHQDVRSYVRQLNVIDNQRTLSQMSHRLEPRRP
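Fluorescence exchange assay: 100 nM EPAC2 with 250 nM RAP1B-BODIPY-GDP and 50 uM GDP; compounds tested as a concentration-titration series (qHTS). Loss of Rap1-bound BODIPY-GDP fluorescence read at 480/540 nm; data normalized to 6.5 mM cAMP.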
Nrf2 ARE act = Nrf2 pathway activation; AREc32 ARE-luciferase reporter (MCF7-derived line), luminescence, 24 h; 0.31% of 410,000 active; Potency, µM (series often up to 46.1 µM), for inactives: at the top dose activation, most hits filed as activators; AID 624171; further: potency means the concentration at half of the fitted maximal effect; % of control where 0% means no effect; nearly all actives have a fitted effect of over 65% in size
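ARE-driven firefly luciferase activity in AREc32 cells measured after a 24 hr compound exposure at 37 deg C, using Steady-Glo reagent and a 30 min room-temperature hold.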
IL-2 act = activators of IL-2. IL-2 activation reporter assay, cell-based qHTS; stimulated with anti-CD3/CD4/CD28 beads; in transgenic mouse T cells. activation, % (series mostly up to about 46 µM). 0.065% of 360,000 active. AID 652025; in the data active means activation above about 50%; inconclusive means mostly about 30% to 49%; further: 0% is about no effect
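Readout is EGFP and DsRed signal by fluorescent plate cytometry after 18 h at 37 degrees C. Transgenic mouse T cells (750/well) received compound for 60 min before bead stimulation (anti-CD3, anti-CD4, anti-CD28); memory T cells served as non-tolerant control.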
HepG2 viability = HepG2 cytotoxicity, counter-screen for TGF-b inhibitors; AID 588856; Potency, µM (top dose mostly 46.1 µM), without a hit: at the highest dose activity change, negative = cytotoxicity, usual class: cytotoxic; 0.76% of 410,000 active; HepG2 CAGA-GFP viability, ATP luminescence, 18 h; further: potency means the concentration at half of the fitted maximal effect; some results filed as inactive show a strong effect at the top dose
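HepG2 CAGA-GFP cells (1000/well, DMEM with 1% FBS) received compound, then TGF-beta at 500 pg/mL final, and were incubated 18 hours at 37 degrees C. Viability was read by CellTiter-Glo luminescence. Media-only wells were set as complete cell-killing and DMSO as no toxicity.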
ATXN2 expr inh = inhibitors of ATXN2 expression; HEK-293 ATXN2-luciferase reporter, luminescence, 24 h; 0.72% of 360,000 active; Potency, µM (top dose mostly 57 µM), inactives show at the highest dose activity change, negative = inhibition, hits mostly inhibitors; AID 1745845; further: potency means the concentration at half of the fitted maximal effect; on the % scale 0 is the no-effect control and ±100 the full control effect; nearly all actives have a fitted effect of over 55% in size
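qHTS (up to 57 uM final) was run with 24 h compound exposure of reporter cells at 37 °C. Each well was multiplexed: SteadyGlo luminescence measured ATXN2-luciferase expression after a fluorogenic Gly-Phe-AFC viability readout (25 uM final).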
Nrf2 block = blocks Nrf2 signaling. 2.1% of 360,000 active. A549 ARE-Fluc reporter, luciferase luminescence, 18-24 h. Potency, µM (doses to about 46 µM), for inactives: top-dose activity change, negative = inhibition, most hits filed as inhibitors; further: potency means the concentration at half of the fitted maximal effect; on the % scale 0 is the no-effect control and ±100 the full control effect; nearly all actives have a fitted effect of over 60% in size
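Reporter: ARE-Fluc in A549. Exposure: 18-24 h, 37 °C, 5% CO2, 5% FBS OPTI-MEM. Readouts: fluorescent cytotoxicity (CellTiter-Fluor), then luminescent Nrf2 signal after BugLite.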
* marks the source's active call; other numbers are inactive results; [ ] = remark or other dose. Unless noted, the call rests on the fitted dose curve; in most records, active means well fitted curve in the direction sought with a large enough effect; inconclusive means small, poorly fitted or top-dose-only effect, or another doubt; inactive means no such curve, though single readings can be large; an effect the other way counts as inactive or inconclusive.

What do the screens show for `NCCCCC(=O)O`?
TGFb SMAD3 inh: -8%; S2 tox: inactive; A549 tox: 2%; EPAC2 ag: 4%; Nrf2 ARE act: 0.0%; IL-2 act: 0.5; HepG2 viability: 1%; ATXN2 expr inh: 7%; Nrf2 block: -5%

How did O=C1CCNc2cc3ccccc3cc21 do in these assays?
TGFb SMAD3 inh: inconclusive; S2 tox: inactive; A549 tox: -23%; EPAC2 ag: -6%; Nrf2 ARE act: 0.4%; IL-2 act: 0.0; HepG2 viability: -42%; ATXN2 expr inh: -19%; Nrf2 block: inconclusive

Results for O=C(O)c1cccc2c1C(=O)c1cccc3snc-2c13 ?
TGFb SMAD3 inh: 4%; S2 tox: inactive; A549 tox: -26%; EPAC2 ag: 8%; Nrf2 ARE act: -0.2%; IL-2 act: -6.6; HepG2 viability: 16%; ATXN2 expr inh: -4%; Nrf2 block: 1%

What do the screens show for `COc1ccc(N(CC(=O)NCC2CCCO2)C(=O)CCC(=O)Nc2nccs2)c(OC)c1` (stereo not given)?
TGFb SMAD3 inh: -1%; S2 tox: inactive; A549 tox: 0%; EPAC2 ag: 12%; Nrf2 ARE act: 0.0%; IL-2 act: 1.1; HepG2 viability: 0%; ATXN2 expr inh: -20%; Nrf2 block: -3%

How did CCOCCc1nnc(NC(=O)C2CCN(C(=O)c3ccco3)CC2)s1 do in these assays?
TGFb SMAD3 inh: -9%; S2 tox: inactive; A549 tox: 3%; EPAC2 ag: 5%; Nrf2 ARE act: 0.1%; IL-2 act: 0.2; HepG2 viability: -8%; ATXN2 expr inh: 17%; Nrf2 block: inconclusive

How did COc1cccc(C(=O)Cn2c(N3CCOCC3)nc3c2c(=O)n(C)c(=O)n3C)c1 do in these assays?
TGFb SMAD3 inh: -15%; S2 tox: inactive; A549 tox: -1%; EPAC2 ag: 8%; Nrf2 ARE act: 0.2%; IL-2 act: -1.0; HepG2 viability: -17%; ATXN2 expr inh: -2%

Results for COc1cccc(-c2cc(C(=O)NC3CCCC3)c3ccccc3n2)c1 ?
TGFb SMAD3 inh: -5%; S2 tox: inconclusive; A549 tox: -2%; EPAC2 ag: -5%; Nrf2 ARE act: 4.3%; IL-2 act: 0.1; HepG2 viability: -20%; ATXN2 expr inh: -39%; Nrf2 block: -8%

What do the screens show for `COc1cccc(CN2CCNC(=O)C2CC(=O)N(C)C2CCCCC2)c1OC` (stereo not given)?
TGFb SMAD3 inh: 2%; S2 tox: inconclusive; A549 tox: 0%; EPAC2 ag: 1%; Nrf2 ARE act: -0.4%; IL-2 act: 0.0; HepG2 viability: -17%; ATXN2 expr inh: 6%; Nrf2 block: -6%

What do the screens show for `CCCCOCCCNC(=O)c1ccc2c(c1)OCO2`?
TGFb SMAD3 inh: 17%; S2 tox: inactive; A549 tox: 2%; EPAC2 ag: 3%; Nrf2 ARE act: 2.6%; IL-2 act: 0.5; HepG2 viability: 0%; ATXN2 expr inh: 7%; Nrf2 block: 3%

Results for Cc1ccc(Cn2c(SCC(=O)N/N=C/c3ccccc3OCC(=O)O)nc3ccccc32)cc1 ?
TGFb SMAD3 inh: 2%; S2 tox: inactive; A549 tox: 1%; EPAC2 ag: 15%; Nrf2 ARE act: 0.4%; IL-2 act: -2.6; HepG2 viability: 0%; ATXN2 expr inh: -16%; Nrf2 block: -1%

What do the screens show for `CC(OC(=O)CCOc1ccccc1)C(=O)Nc1ccc(Cl)cn1` (stereo not given)?
TGFb SMAD3 inh: -13%; S2 tox: inactive; A549 tox: 5%; EPAC2 ag: 9%; Nrf2 ARE act: 5.2%; IL-2 act: -1.6; HepG2 viability: -31%; ATXN2 expr inh: -6%; Nrf2 block: -11%

What do the screens show for `Clc1cccc(OCc2nnc(-c3ccccc3Br)o2)c1`?
TGFb SMAD3 inh: -6%; S2 tox: inactive; A549 tox: 13%; EPAC2 ag: -5%; Nrf2 ARE act: 1.6%; IL-2 act: 1.5; HepG2 viability: 3%; ATXN2 expr inh: 42%[activator]; Nrf2 block: 2%

Results for O=C(CN1C(=O)C2(SCC(=O)N2c2cccc(F)c2)c2ccccc21)NCc1ccccc1Cl (stereo not given) ?
TGFb SMAD3 inh: -26%; S2 tox: inactive; A549 tox: -18%; Nrf2 ARE act: 0.0%; HepG2 viability: -37%; ATXN2 expr inh: -3%; Nrf2 block: -19%

Results for O=C(N/N=C/c1c[nH]c2ccccc12)C1COc2ccccc2O1 (stereo not given) ?
TGFb SMAD3 inh: inconclusive; S2 tox: inconclusive; A549 tox: -3%; EPAC2 ag: 1%; Nrf2 ARE act: 4.4%; IL-2 act: -1.8; HepG2 viability: 2%; ATXN2 expr inh: -3%; Nrf2 block: 9%

What do the screens show for `Cc1nc2ccccn2c1C(=O)N/N=C/c1ccc2c(c1)OCO2`?
TGFb SMAD3 inh: -29%; S2 tox: inactive; A549 tox: -19%; EPAC2 ag: -6%; Nrf2 ARE act: 3.0%; IL-2 act: 1.2; HepG2 viability: -1%; ATXN2 expr inh: 26%; Nrf2 block: inconclusive

How did N#Cc1cc2cc3c(cc2nc1N1CCCCC1)OCCO3 do in these assays?
TGFb SMAD3 inh: -6%; S2 tox: inactive; A549 tox: 3%; EPAC2 ag: 2%; Nrf2 ARE act: 3.1%; IL-2 act: -3.2; HepG2 viability: -27%; ATXN2 expr inh: 33%[activator]; Nrf2 block: 2%

What do the screens show for `c1ccc(N2CCN(c3ccccc3)C2c2cccnc2)cc1`?
TGFb SMAD3 inh: 1%; S2 tox: inactive; A549 tox: 1%; EPAC2 ag: 23%; Nrf2 ARE act: 3.4%; IL-2 act: 0.0; HepG2 viability: -1%; ATXN2 expr inh: -3%; Nrf2 block: -25%

What do the screens show for `Cc1ccccc1-c1noc(-c2ccc(NCc3ccco3)c([N+](=O)[O-])c2)n1`?
TGFb SMAD3 inh: 89%[activator]; S2 tox: inactive; A549 tox: 9%; Nrf2 ARE act: 5.8%; HepG2 viability: -1%; ATXN2 expr inh: 23%; Nrf2 block: -5%

How did CN(C)Cc1c(C(=O)N/N=C/C=C/c2ccccc2)nnn1-c1nonc1N do in these assays?
TGFb SMAD3 inh: -14%; S2 tox: inactive; A549 tox: 2%; EPAC2 ag: -7%; Nrf2 ARE act: 0.3%; IL-2 act: -0.4; HepG2 viability: 11%; ATXN2 expr inh: 0%; Nrf2 block: 16%

Results for CC(C(=O)OCC(=O)N(C)C1(C#N)CCCCC1)N1C(=O)c2ccccc2C1=O (stereo not given) ?
TGFb SMAD3 inh: -6%; S2 tox: inactive; A549 tox: 0%; EPAC2 ag: 10%; Nrf2 ARE act: 0.2%; IL-2 act: 3.5; HepG2 viability: 8%; ATXN2 expr inh: 1%; Nrf2 block: 6%

How did Cc1ccc(S(=O)(=O)c2cn(CC(=O)Nc3ccccc3C)c3cc4c(cc3c2=O)OCO4)cc1 do in these assays?
TGFb SMAD3 inh: -16%; S2 tox: inactive; A549 tox: 9%; Nrf2 ARE act: -1.2%; HepG2 viability: -1%; ATXN2 expr inh: 0%; Nrf2 block: inconclusive

Results for COc1ccc2c(c1)OC/C(=C/c1cccs1)C2=O ?
TGFb SMAD3 inh: 0%; S2 tox: inactive; A549 tox: -6%; EPAC2 ag: 11%; Nrf2 ARE act: inconclusive; IL-2 act: 0.5; HepG2 viability: -27%; ATXN2 expr inh: 65%[activator]; Nrf2 block: inconclusive

Results for CCNC(=O)N(C(=O)NCC)n1c(C)nnc1C ?
TGFb SMAD3 inh: 4%; S2 tox: inconclusive; A549 tox: 0%; EPAC2 ag: 2%; Nrf2 ARE act: -0.1%; IL-2 act: 0.4; HepG2 viability: 3%; ATXN2 expr inh: 11%; Nrf2 block: inconclusive

Results for COC(=O)Cn1nc(-c2ccc(C)c(S(=O)(=O)N(C)C)c2)c2ccccc2c1=O ?
TGFb SMAD3 inh: 0%; S2 tox: inactive; A549 tox: 24%; EPAC2 ag: 3%; Nrf2 ARE act: -0.3%; IL-2 act: -0.6; HepG2 viability: -23%; ATXN2 expr inh: -8%; Nrf2 block: -22%

Results for COc1ccc(S(=O)(=O)N2CCC3(CC2)CC(=O)c2ccccc2O3)cc1C ?
TGFb SMAD3 inh: -15%; S2 tox: inactive; A549 tox: 1%; EPAC2 ag: -3%; Nrf2 ARE act: -0.8%; IL-2 act: -0.4; HepG2 viability: 8%; ATXN2 expr inh: 9%; Nrf2 block: inconclusive

What do the screens show for `COC(=O)CCC(=O)N1CCOCCOCCN(C(=O)CCC(=O)OC)CCOCCOCC1`?
TGFb SMAD3 inh: 10%; S2 tox: inactive; A549 tox: -6%; EPAC2 ag: 4%; Nrf2 ARE act: 0.3%; IL-2 act: -0.2; HepG2 viability: 0%; ATXN2 expr inh: 2%; Nrf2 block: 18%

Results for CCC(C)(C)NC(=O)C(c1ccc(OC)cc1)N(C(=O)CCC(=O)Nc1cc(C)on1)c1cccc(F)c1 (stereo not given) ?
TGFb SMAD3 inh: -10%; S2 tox: inactive; A549 tox: inconclusive; EPAC2 ag: -3%; Nrf2 ARE act: -0.2%; IL-2 act: 1.3; HepG2 viability: -29%; ATXN2 expr inh: -31%; Nrf2 block: 5.8µM*

Results for Cc1ccc(SCCSc2nc(C)cc(=O)[nH]2)cc1 ?
TGFb SMAD3 inh: -1%; S2 tox: inactive; A549 tox: 2%; EPAC2 ag: 5%; Nrf2 ARE act: 3.4%; IL-2 act: 0.7; HepG2 viability: 3%; ATXN2 expr inh: -6%; Nrf2 block: 19%
